# PfHsp90 yeast 2 – inhibits growth of yeast expressing Plasmodium falciparum Hsp90; inhibition, % at 9.4 µM; S. cerevisiae expressing PfHsp90, BacTiter-Glo ATP, 48 h; yeast lacking PDR1 and PDR3 efflux regulators; 310,000 compounds, 0.32% hits;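 active = every replicate shows inhibition above about 80%, whatever the replicate mean, limit read from the data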;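 also: 0% = DMSO neutral controls and 100% = 20 µM radicicol positive controls; yeast relying on Plasmodium falciparum Hsp90 in place of its own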
# HTR5A ag ctr – HTR5A agonism, opioid heterodimer counter-screen; P47898; activation, % at 9.3 µM; 340,000 compounds, 0.61% hits; HTR5A agonist assay, luminescence, cell-based; AID 504692; in the data active = activation mostly above about 9.5%, no sharp cut-off; inactive = mostly below about 7.6%;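 also: 0% = cells with vehicle only and 100% = reference agonist; strong numbers were not always called active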
# SUMO Mot1 rescue – SUMOylation pathway inhibition by Mot1-301 growth rescue. S. cerevisiae Mot1-301 growth rescue, ATP luminescence, 38.5C; percent above DMSO median, 100 means doubled. growth rescue, % at 18.8 µM. 320,000 compounds, 1% hits. AID 2716;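 active = every valid replicate shows activation above 250% relative to neutral control wells; inactive = the rest, any valid replicate at or below 250%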;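 also: OY570 slx delta 5 strain wells were the positive control but not used for scaling; some compounds called inactive have numbers as strong as hits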
# PKA-R1A act – activators of PKA-R1A complex; 340,000 compounds, 0.083% hits; PKA-R1A dissociation, Cy5-IP20 fluorescence polarization; scaled: DMSO 0%, 113 µM cGMP 100%; activation, % at 11.4 µM; AID 504707;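 active = percent activation above the mean of all tested compounds plus 3 SD, cut at about 19% in these data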;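 also: higher means more PKAc released from R1A so a rise in polarization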
# MOR-DOR ag – OPRM1-OPRD1 heterodimerization agonism; P35372+P41143; cells, luminescence; activation, % at 9.3 µM; 340,000 compounds, 0.3% hits; in the data active = activation above about 18%;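 also: 0% = vehicle-treated cells and 100% = reference agonist; values of inactives mirror those of a sister screen read the other way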
# DSG3 Ab inh – inhibitors of pemphigus antibody binding to human desmoglein-3; P32926; DSG3-coupled beads, scFv-anti-DSG3-GFP binding, flow cytometry; stronger effect = lower value; binding (percent of control), % at 10 µM; 310,000 compounds, 0.48% hits;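 active = binding more than 3 SD below its plate's average and above zero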; also: some compounds called inactive have numbers as strong as hits
# Target sequence (P32926 whole entry, looked up): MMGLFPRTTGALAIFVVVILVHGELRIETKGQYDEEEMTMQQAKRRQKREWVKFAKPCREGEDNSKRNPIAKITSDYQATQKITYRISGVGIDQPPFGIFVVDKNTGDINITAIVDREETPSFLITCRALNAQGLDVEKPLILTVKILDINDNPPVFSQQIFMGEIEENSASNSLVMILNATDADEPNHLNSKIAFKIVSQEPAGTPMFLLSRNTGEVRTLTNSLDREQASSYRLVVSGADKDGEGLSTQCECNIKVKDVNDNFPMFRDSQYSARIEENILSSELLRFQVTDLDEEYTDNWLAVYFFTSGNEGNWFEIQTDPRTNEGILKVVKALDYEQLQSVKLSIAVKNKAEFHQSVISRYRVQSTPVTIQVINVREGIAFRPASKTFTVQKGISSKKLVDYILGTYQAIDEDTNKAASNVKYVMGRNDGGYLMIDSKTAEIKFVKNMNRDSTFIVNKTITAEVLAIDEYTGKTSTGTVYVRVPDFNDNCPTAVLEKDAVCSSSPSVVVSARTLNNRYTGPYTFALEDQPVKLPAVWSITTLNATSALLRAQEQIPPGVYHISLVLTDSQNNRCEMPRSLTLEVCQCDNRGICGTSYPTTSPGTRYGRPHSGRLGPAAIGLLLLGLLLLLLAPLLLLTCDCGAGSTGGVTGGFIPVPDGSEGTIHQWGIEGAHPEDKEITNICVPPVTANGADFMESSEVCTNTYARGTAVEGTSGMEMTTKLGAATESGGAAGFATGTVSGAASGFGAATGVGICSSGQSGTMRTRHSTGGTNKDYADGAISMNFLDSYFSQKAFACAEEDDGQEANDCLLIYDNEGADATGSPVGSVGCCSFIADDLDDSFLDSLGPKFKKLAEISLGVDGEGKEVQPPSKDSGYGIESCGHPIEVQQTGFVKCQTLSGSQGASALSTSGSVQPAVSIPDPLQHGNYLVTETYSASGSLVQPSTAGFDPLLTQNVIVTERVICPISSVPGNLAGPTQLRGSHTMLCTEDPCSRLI
# Ecoli viability – bacterial growth inhibition, counter-screen for AddAB inhibitors. E. coli V3065 growth, OD600 absorbance, 18 h. inhibition, % at 11.9 µM. 330,000 compounds, 0.27% hits;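 active = inhibition above the campaign's mean inhibition across all tested compounds plus 3 SD, cut at about 9.9% in these data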;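 also: uninfected addAB+ strain grown without phage in ampicillin broth; 0% = DMSO wells and 100% = ciprofloxacin 0.95 µg/ml wells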
# phage Ecoli inh – E. coli growth loss with phage present; AID 651602; growth absorbance; inhibition, % at 11.9 µM; 360,000 compounds, 0.26% hits; in the data active = inhibition above about 11%
# AddAB inh – less growth of phage-infected E. coli with AddAB. 330,000 compounds, 0.29% hits. AID 435030. E. coli expressing H. pylori AddAB, absorbance growth. inhibition, % at 11.9 µM; in the data active = inhibition above about 12%;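 also: 0% = vehicle wells of infected cells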
# HTR5A inv ctr – inverse agonist of human HTR5A in OPRM1-OPRD1 counter-screen | inhibition, % at 9.3 µM | HTR5A cell line, luminescence, inverse agonism | P47898 | AID 504634 | 340,000 compounds, 0.083% hits; in the data active = inhibition mostly above about 23%, no sharp cut-off; inactive = mostly below about 18%;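 also: 0% = cells with DMSO and 100% = no-cell wells with DMSO; some compounds called inactive have numbers as strong as hits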
# OPRM1-OPRD1 inv – mu-delta opioid heterodimer inverse agonism; P35372+P41143; cell-based MOR-DOR heterodimer luminescence; inhibition, % at 9.3 µM; 340,000 compounds, 0.21% hits; in the data active = inhibition above about 22%, passing the limit was not always enough;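 also: 0% = cells with DMSO and 100% = wells without cells with DMSO; values of inactives mirror those of a sister screen read the other way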
# * hit, by the source's call; . = not tested or not shown. Rows are unselected; overall some 3.2% were active at least once.
SMILES,PfHsp90 yeast 2,HTR5A ag ctr,SUMO Mot1 rescue,PKA-R1A act,MOR-DOR ag,DSG3 Ab inh,Ecoli viability,phage Ecoli inh,AddAB inh,HTR5A inv ctr,OPRM1-OPRD1 inv
O=C(NNC1=C(C(=O)C(F)(F)F)CCC1)c1ccccc1O,15,3,-22,-12,-4.2,113,1.1,4.1,2.1,-7,21
COc1ccccc1-c1cc(C(=O)Nc2c(C)n(C)n(-c3ccccc3)c2=O)no1,.,-1,45,-10,-2.4,98,1.7,0.5,0.8,-5,13
O=C(CSc1ncnc2c1nnn2Cc1ccc(F)cc1)NC1CCCCC1,7,0,182,-12,-2.4,90,-1.2,-0.6,-0.6,-1,11
O=C(NCc1ccc(F)cc1)C1CCC(CNc2c(N3CCCCC3)c(=O)c2=O)CC1 (configuration not stated),1,6,-8,5,-3.2,86,1.9,1.9,2.0,-18,16
CC(=O)Nc1nc(N)n(-c2ccccc2)n1,0,1,0,-3,-2.1,110,-1.0,2.6,2.0,-5,12
O=C(NCCC1=CCCCC1)C1CCN(C(=O)Cc2ccccc2)CC1,2,1,-20,5,-2.5,.,98*,-0.1,98*,6,11
Cc1ccc(C)c(-n2cc[nH]c2=S)c1,-22,-2,11,0,-0.2,.,-1.4,-0.5,2.0,6,1
O=C(N/N=C/c1ccc(O)c2ccccc12)c1cccnc1,-32,-2,-21,-1,1.4,.,0.4,0.7,0.7,5,-10
O=Cc1cn(CC(=O)Nc2ccccc2)c2ccccc12,0,0,10,1,1.2,94,-0.9,3.0,1.5,-1,-6
CCNC(=O)c1c(NC(=O)C2COc3ccccc3O2)sc2c1CCCC2 (configuration not stated),-27,5,-1,-3,-1.8,100,-0.1,0.6,2.2,-12,9
COc1ccc(Cl)cc1NS(=O)(=O)c1cccc(C(=O)NCCCN2CCCC2=O)c1,0,5,-17,-1,-1.2,119,0.3,3.0,6.5,10,7
O=C(CSc1ccc2ccccc2c1)NCCCN1CCCC1=O,3,-4,-2,3,-1.6,84,0.9,2.1,6.0,11,11
Cc1nc(Oc2ccccc2)c2ccccc2n1,-6,2,4,4,-2.0,94,-0.2,5.0,2.8,-4,11
CCCc1cc(C(=O)Nc2cccc(Cl)c2)no1,-11,1,27,6,5.9,98,-0.3,3.4,2.2,8,-32
Cc1ccc(Cn2ncc3c(N4CCN(C5CCCC5)CC4)ncnc32)cc1,-18,0,17,7,-3.3,119,2.8,4.1,0.7,0,16
Cc1cccc(S(=O)(=O)c2c(C)cc(C)nc2Cl)c1,-27,1,124,-2,-0.1,91,1.9,2.6,4.8,-2,1
CSCCC(NC(=O)c1ccco1)C(=O)NCC1CCCO1 (configuration not stated),-3,6,-13,-1,0.0,96,-0.5,1.3,2.1,-15,0
CC(=O)c1ccc(S(=O)(=O)NCCCC(=O)NCCc2ccccn2)cc1,-1,-1,1,-6,1.2,.,-1.9,3.9,0.4,4,-6
COc1ccc(C2NC(=O)C(C#N)=C(S)N2c2cccc(C)c2)cc1OC (configuration not stated),-2,1,9,-7,-3.0,101,1.2,3.2,1.3,7,15
COc1ccc(CCN2C(=O)NC(NC(C)=O)(C(F)(F)F)C2=O)cc1OC (configuration not stated),1,-4,119,-6,-1.6,103,1.7,3.2,4.1,13,8
Cc1c(C(=O)NNC(=S)NCc2ccc(Cl)cc2)oc2ccccc12,-56,3,8,4,8.1,97,2.3,1.7,2.3,-16,-42
COc1ccc(C2C(C)C(=O)C(C)C(c3ccc(OC)cc3)N2N=O)cc1 (configuration not stated),8,-3,.,5,-2.7,92,.,4.2,.,12,14
COc1ccc2nc(C)cc(SCC(NC(C)=O)C(=O)OC(C)C)c2c1 (configuration not stated),16,6,15,12,-2.2,107,-2.8,1.2,0.2,-29,12
COc1ccccc1N1CCN(CC(O)COc2c(OC)cccc2OC)CC1 (configuration not stated),18,1,17,-14,2.6,100,-0.7,4.2,0.8,22,-12
CCNC(=S)NNC(=O)c1csc(C)c1,43,2,12,-3,-1.9,102,1.5,2.5,2.5,-17,9
# The list goes on:
SMILES,PfHsp90 yeast 2,HTR5A ag ctr,SUMO Mot1 rescue,PKA-R1A act,MOR-DOR ag,DSG3 Ab inh,Ecoli viability,phage Ecoli inh,AddAB inh,HTR5A inv ctr,OPRM1-OPRD1 inv
CCCc1nc2sc3ccccc3c(=O)c2c(=O)n1Cc1ccco1,-37,4,.,-10,-1.2,.,.,2.0,.,5,7
CC(C)CNC(=S)NC(=O)c1ccc(F)cc1,2,3,-24,4,0.7,91,0.2,4.6,4.8,-15,-4
CC(C)Cn1c(CCC(=O)O)ccc1-c1cccs1,-1,2,-4,2,-1.2,104,0.8,0.2,1.0,-4,7
Oc1c(C=C2N=c3ccccc3=N2)sc(=S)n1C1CCCC1,-34,-2,12,-3,5.3,92,-0.8,-0.5,3.5,4,-27
CN(C)c1ccc(/C=C/C=C2/SC(=S)N(c3ccccc3)C2=O)cc1,45,-4,-2,-9,-1.8,90,0.2,0.1,3.5,-32,10
COc1ccc(/C=C2\N=C(c3ccccc3)N(c3ccc(C(=O)O)cc3)C2=O)cc1OC,3,-3,7,5,-1.9,98,0.2,-0.1,-0.7,13,10
CCC1(c2ccccc2)NC(=O)N(CC(=O)NCc2ccncc2)C1=O (configuration not stated),-8,4,-15,0,-1.6,98,-1.1,0.8,9.4,-8,9
CN(CC(=O)NC1CCCCCC1)S(=O)(=O)c1ccccc1,0,3,2,9,-3.3,.,0.8,3.0,-2.7,13,15
O=C1CC(c2ccccc2)n2nc(N3C(=O)c4ccccc4C3=O)nc2N1 (configuration not stated),-3,1,-13,-18,-2.7,118,1.5,0.9,1.9,-9,11
CCOC(=O)c1c(C)[nH]c(C(=O)OC(C)C(=O)Nc2ccccc2OC)c1C (configuration not stated),-19,2,5,-9,-2.0,112,2.2,-1.3,-0.1,23,7
Cc1cccc(NC(=O)CN2C(=O)NC(C)(c3ccc4ccccc4c3)C2=O)n1 (configuration not stated),-7,2,-10,3,-2.3,60,1.9,6.6,2.9,-7,12
COc1ccc(S(=O)(=O)N2CCCCCC2)cc1C(=O)NCc1ccc(C)cc1,-5,-1,-8,-3,-2.0,95,-1.8,-1.6,-0.4,-13,8
CCC(c1nnc(SCC(=O)NC2CCCCC2)n1Cc1ccccc1)N(C)C (configuration not stated),-12,-2,-7,-6,0.3,95,-1.3,4.6,-1.6,4,-2
COCCNC(=O)C(c1ccc(C)cc1)N(C(=O)CCC(=O)Nc1ccccn1)C1CCCCC1 (configuration not stated),6,5,-6,-5,1.4,105,-0.5,-2.2,1.1,-16,-11
O=C(CO)N/N=C/c1ccc(Cl)cc1,8,-1,-3,-8,-0.3,105,-0.3,-0.2,0.8,1,2
COc1ccccc1C(CNC(=O)C1CC(=O)N(Cc2ccccc2)C1)N1CCCC1 (configuration not stated),3,-5,8,0,-0.1,108,0.9,2.9,0.3,13,0
CCOC(=O)c1nnn(-c2nonc2N)c1CN(C)Cc1ccccc1,-17,-1,-9,-10,2.9,96,-0.9,0.6,2.7,5,-14
CCc1ccc(N2C(=O)Nc3ccccc3C2(O)C(=O)N2CCN(c3ccccn3)CC2)cc1 (configuration not stated),-10,2,4,4,-2.5,108,-0.4,0.0,1.5,-4,12
CC1(C)O[C@@H]2C[C@H]3[C@@H]4C[C@H](F)C5=CC(=O)CC[C@]5(C)[C@H]4[C@@H](O)C[C@]3(C)[C@]2(C(=O)CO)O1,-1,0,59,3,-2.1,.,1.6,2.2,-3.8,1,12
CC(=O)c1cccc(NC(=O)COc2ccccc2C(=O)c2cc(C#N)c(=O)n(C3CCCCC3)c2)c1,4,4,101,3,-1.9,83,-1.6,2.0,2.2,0,9
CC1=CC(C)C2(COC(c3ccc[n+](C)c3)OC2)C(C)C1 (configuration not stated),-23,6,.,-10,-0.2,95,.,2.4,.,14,1
COc1ccc2c(c1)C=C(CN1CCN(C3CCCC3)C(CCO)C1)CO2 (configuration not stated),10,-3,-8,-2,-2.0,95,-0.4,3.0,1.9,9,9
COc1cccc(OCC(=O)Nc2cc(Cl)ccc2Oc2ccccc2)c1,8,-5,-16,10,2.5,86,0.9,2.1,1.7,15,-18
CC(C)Cn1c(-c2ccc(Br)cc2)c[nH]c1=S,-14,-28,-15,5,-0.4,93,3.9,0.9,5.4,81*,2
CC(C)CC(=O)Nc1cccc(NC(=O)CC(C)C)n1,6,6,-21,1,-1.6,95,1.3,3.5,1.2,5,8
# Next entries follow.
SMILES,PfHsp90 yeast 2,HTR5A ag ctr,SUMO Mot1 rescue,PKA-R1A act,MOR-DOR ag,DSG3 Ab inh,Ecoli viability,phage Ecoli inh,AddAB inh,HTR5A inv ctr,OPRM1-OPRD1 inv
C=C(C)COc1ccc(-c2nc(N)nc(C)c2-c2ccc(OC)cc2)c(O)c1,-16,2,12,-9,3.2,124,2.2,1.8,0.7,-5,-18
CC(CNCC1CCCO1)COc1cccc2ccccc12 (configuration not stated),.,-6,-14,-1,-0.7,95,-0.9,-1.2,2.2,12,4
O=C(Nc1ccc(Oc2ccccc2)cc1)C1CC1,-11,0,96,-6,-2.1,.,-2.8,2.3,2.6,0,10
C#CCOCCOCCOCCNc1nc(N2CCOCC2)nc(N2CCN(C(=O)[C@H](CO)n3cc([C@@H](N)C(C)C)nn3)CC2)n1,-3,-5,-6,-6,-0.5,106,0.7,-0.6,1.4,12,3
COc1ccc(-n2c(N)c(C(=O)NCc3ccco3)c3nc4ccccc4nc32)c(OC)c1,-63,-3,-3,-12,-1.5,107,4.4,2.3,2.3,-8,9
O=C(Nc1ccc(N2CCOCC2)c(Cl)c1)c1ccc(Br)o1,-25,3,11,-7,0.5,105,2.1,2.2,1.9,-17,-3
O=C(COc1ccccc1)NCC(=O)N/N=C/C=C/c1ccccc1,-14,-3,54,0,-1.6,106,0.6,0.6,0.5,15,8
N#Cc1nc(COc2ccc(F)cc2)oc1NCCCn1ccnc1,-6,-3,-10,12,-2.3,79,1.4,4.1,0.1,-10,12
c1ccc(-c2c[n+]3c(n2-c2ccccc2)CCC3)cc1,1,8,21,5,-1.1,113,1.2,1.1,0.4,4,6
CCOC(=O)c1cnc(SC)nc1N,.,2,-11,12,0.6,107,0.7,2.5,2.7,-4,-3
NC(=O)CC(NC(=O)c1cccc(Br)c1)c1ccc(N2CCC(Br)CC2)c([N+](=O)[O-])c1 (configuration not stated),17,-6,22,7,-1.5,101,-1.5,3.6,4.4,-16,8
C=CCn1nc([N+](=O)[O-])nc1Sc1cccc2cccnc12,3,1,18,-6,-1.5,75,-3.1,.,-0.7,-32,7
CCOC(=O)c1cc(OC(=O)c2ccccc2Br)n(-c2ccccc2)n1,20,5,225,-12,0.4,106,-1.6,4.1,-1.3,-11,-2

# In the list so far, three contain two or more sulfur atoms.
SMILES,PfHsp90 yeast 2,HTR5A ag ctr,SUMO Mot1 rescue,PKA-R1A act,MOR-DOR ag,DSG3 Ab inh,Ecoli viability,phage Ecoli inh,AddAB inh,HTR5A inv ctr,OPRM1-OPRD1 inv
CCNC(=S)NNC(=O)c1csc(C)c1,43,2,12,-3,-1.9,102,1.5,2.5,2.5,-17,9
Oc1c(C=C2N=c3ccccc3=N2)sc(=S)n1C1CCCC1,-34,-2,12,-3,5.3,92,-0.8,-0.5,3.5,4,-27
CN(C)c1ccc(/C=C/C=C2/SC(=S)N(c3ccccc3)C2=O)cc1,45,-4,-2,-9,-1.8,90,0.2,0.1,3.5,-32,10
